TSHR antagonist: human thyrotropin receptor antagonism; TSHR-expressing cells, TSH-stimulated cAMP HTRF, 2 h; stronger effect = lower value; activity change, negative = inhibition, % at 11.5 µM; 330,000 tested, 0.2% active;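 active means activity change below a set negative limit, meaning inhibition stronger than a set level, cut at about -70% in these data; inconclusive means activity change between two set negative limits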; further: on the % scale 0 is the no-effect control and ±100 the full control effect
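TSHR-expressing cells, 200/well, pre-treated with compound, then stimulated with EC80 TSH (4nM final) for 2 hours at 37 deg C. cAMP measured by competitive HTRF: anti-cAMP cryptate antibody in lysis buffer plus cAMP-d2, read after 30 minutes at room temperature.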
Chronic BCR inh: inhibitors of chronic active B-cell receptor signaling; 340,000 tested, 0.05% active; Potency, µM (series often up to 46.1 µM), without a hit: top-dose ratio change, negative = lower green/red ratio, actives largely listed as inhibitors; ABC-DLBCL IkBa-CBG/CBR reporter, luminescence ratio, 4 h; active means well fitted inhibition curve with a large enough effect in the signal ratio, with a control signal flat, not every such curve was filed as active; inconclusive means small, poorly fitted or top-dose-only effect, or effect the other way, or a change in a side signal; the % refers to the signal ratio;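 further: potency means the concentration at half of the fitted maximal effect; plate controls were basal doxycycline-induced cells for no effect and cells given 10 µM MG132 for full effect; MG132 reads +100%, hits lower the ratio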
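TMD8 ABC-DLBCL cells carrying doxycycline-inducible green luciferase fused to IkappaBalpha plus unfused red luciferase were exposed to compounds (up to 46 uM) for 4 hrs at 37C. Activity came from the overlap-corrected green/red luminescence ratio.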
Tb PFK block: T. brucei PFK enzyme inhibition; AID 485367; Potency, µM (series often up to 57.5 µM), inactives show at the highest dose activity, negative = inhibition, usual class: inhibitors; T. brucei PFK, ADP-Glo luminescence; O15648; 330,000 tested, 0.17% active;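 further: potency means the concentration at half of the fitted maximal effect; 0% = uninhibited 1x PFK enzyme wells and -100% = no-enzyme wells; nearly all actives have a fitted effect of over 60% in size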
Target sequence (O15648 whole entry, looked up): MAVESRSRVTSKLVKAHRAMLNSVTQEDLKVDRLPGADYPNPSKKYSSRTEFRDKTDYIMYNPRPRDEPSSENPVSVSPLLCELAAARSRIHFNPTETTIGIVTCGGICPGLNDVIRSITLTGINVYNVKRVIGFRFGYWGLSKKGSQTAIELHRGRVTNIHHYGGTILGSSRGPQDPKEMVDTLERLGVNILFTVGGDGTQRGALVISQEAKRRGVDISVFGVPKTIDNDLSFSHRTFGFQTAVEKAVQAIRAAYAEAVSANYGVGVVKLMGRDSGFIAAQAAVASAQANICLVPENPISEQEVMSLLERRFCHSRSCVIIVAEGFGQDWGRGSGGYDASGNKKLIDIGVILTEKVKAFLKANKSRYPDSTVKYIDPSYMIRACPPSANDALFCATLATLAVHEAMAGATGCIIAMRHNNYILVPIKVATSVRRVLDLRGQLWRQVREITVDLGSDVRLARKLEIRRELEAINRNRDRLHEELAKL
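In TEA buffer at pH 8.0 with 5 mM MgCl2, enzyme (1.25 nM) converted F6P (0.5 mM) and ATP (0.1 mM) for 45 min at room temperature. ADP product was read by luciferase luminescence.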
B2AR arrestin: recruits beta-arrestin to the human beta2-adrenergic receptor; P07550; Potency, µM (doses to about 46.1 µM), for the others: at the highest dose activation, actives largely listed as activators; AID 492947; 330,000 tested, 0.02% active; beta-arrestin recruitment to beta2AR, cell-based reporter;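 further: potency means the concentration at half of the fitted maximal effect; 0% = DMSO controls and full agonism = EC100 isoproterenol or metaproterenol; nearly all actives have a fitted effect of over 65% in size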
Eya2 phos inh: blocks the phosphatase activity of human Eya2 | 330,000 tested, 0.006% active | Potency, µM (top dose mostly 76.9 µM), without a hit: at the top dose activity, negative = inhibition, actives largely listed as inhibitors | recombinant Eya2, OMFP fluorescence dephosphorylation (OMFP is methylfluorescein phosphate); further: potency means the concentration at half of the fitted maximal effect; on the % scale 0 is the no-effect control and ±100 the full control effect
Target sequence (O00167 whole entry, looked up): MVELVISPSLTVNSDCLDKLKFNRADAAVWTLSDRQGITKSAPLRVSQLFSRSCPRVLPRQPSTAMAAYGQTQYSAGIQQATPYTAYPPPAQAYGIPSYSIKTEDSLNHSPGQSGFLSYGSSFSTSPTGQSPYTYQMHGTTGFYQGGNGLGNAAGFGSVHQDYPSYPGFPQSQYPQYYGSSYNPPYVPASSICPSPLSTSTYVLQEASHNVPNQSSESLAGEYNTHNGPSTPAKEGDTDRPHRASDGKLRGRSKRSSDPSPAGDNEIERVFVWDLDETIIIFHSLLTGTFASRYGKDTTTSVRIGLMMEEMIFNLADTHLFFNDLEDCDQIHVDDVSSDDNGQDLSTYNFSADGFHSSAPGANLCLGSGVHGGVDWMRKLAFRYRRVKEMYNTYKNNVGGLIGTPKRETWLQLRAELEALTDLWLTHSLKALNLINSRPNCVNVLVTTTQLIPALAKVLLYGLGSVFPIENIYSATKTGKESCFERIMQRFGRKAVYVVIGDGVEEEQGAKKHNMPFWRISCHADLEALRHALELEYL
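Eya2 (0.2 uM) preincubated 10 min at ambient with compound, then OMFP substrate added at 50 uM; 10 min reaction in 50 mM HEPES pH 7.5, 50 mM NaCl, 5 uM MgCl2, 0.05% BSA, 1 mM DTT. Fluorescence read at Ex 485/Em 525 nm.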
USP2a block: blocks human ubiquitin-specific protease USP2a | O75604 | USP2 core, Ub-CHOP2 coupled fluorogenic reporter, 485/531 | Potency, µM (titrated, usually from 38.3 µM), for the others: top-dose activity change, negative = inhibition, usual class: inhibitors | 330,000 tested, 0.01% active;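 further: potency means the concentration at half of the fitted maximal effect; plate controls were DMSO wells for no effect and full inhibition by NEM control for full effect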
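Deubiquitinase activity read as fluorescence (485/531 nm) after Ub-CHOP2 cleavage activates the enterokinase reporter on its substrate; USP2 core 10nM, Ub-CHOP2 and substrate 25nM each, 30min compound preincubation then 60min RT; data normalized to NEM, curves fitted.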
ELG1 DNA repair: ELG1-dependent DNA repair inhibition; HEK293T ELG1-luciferase reporter, luminescence, 16 h; DNA damage induced by 5-fluorouridine; Potency, µM (titrated, usually from 46.1 µM), inactives show at the top dose activity change, negative = inhibition, usual class: inhibitors; 330,000 tested, 2.3% active; AID 504467; further: potency means the concentration at half of the fitted maximal effect; on the % scale 0 is the no-effect control and ±100 the full control effect; nearly all actives have a fitted effect of over 55% in size
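5-Fluorouridine DNA damage + compound/DMSO, 2,000 cells/well, 16 h, 37 °C/5% CO2. ONE-Glo, 30 min RT, luminescence. Readout = decrease in reporter signal.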
uPA generation: blocks generation of uPA at the cell surface; cell surface uPA generation assay, qHTS; Potency, µM (top dose mostly 38.3 µM), inactives show at the top dose activity change, negative = inhibition, most hits filed as inhibitors; 330,000 tested, 0.31% active; AID 540303; active means well fitted inhibition curve with a large enough effect; inconclusive means small, poorly fitted or top-dose-only effect; inactive means no such curve, though single readings can be large or run the other way; tested in mouse RAW 264.7 cells; further: potency means the concentration at half of the fitted maximal effect; on the % scale 0 is the no-effect control and ±100 the full control effect; nearly all actives have a fitted effect of over 55% in size
TCR activator: activates T cell receptor signaling. Potency, µM (titrated, usually from 9.22 µM), inactives show top-dose activation of IL-2 secretion, usual class: activators. AID 504894. primary human leukocytes, anti-CD3, IL-2 HTRF, 48 h. 330,000 tested, under 10 active; further: % of control where 0% means no effect
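Primary human leukocytes incubated 48 hr with anti-CD3 beads plus compound, without co-stimulation. Secreted IL-2 measured by HTRF (europium cryptate/d2 anti-IL-2 pair, 320 nm excitation, 665 nm emission).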
TSG101-PTAP inh: blocks PTAP/TSG101 interaction to inhibit HIV-1 budding; Potency, µM (series often up to 115 µM), inactives show at the top dose activity change, negative = inhibition, actives largely listed as inhibitors; 340,000 tested, under 10 active; Fluorescence polarization, FITC-PTAP peptide / Tsg101 binding; Q99816; AID 493005; active means well fitted inhibition curve with a large enough effect in the main read-out, with a control signal flat, not every such curve was filed as active; inconclusive means small, poorly fitted or top-dose-only effect, or effect the other way, or a change in a side signal; inactive means no such curve, though single readings can be large or run the other way; further: potency means the concentration at half of the fitted maximal effect; % of control where 0% means no effect
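Fluorescence polarization binding of Tsg101 binding domain (10 uM final) to FITC-labeled PTAP peptide (50 nM final) in HEPES pH 7.5 buffer with NaCl, Tween 20, EDTA, TCEP. Compounds added before peptide; binding 20 min at RT.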
Mito fusion yeast: inhibitors of mitochondrial division or activators of mitochondrial fusion | S. cerevisiae fusion-defective mutant growth rescue, CellTiterGlo 48 h | Potency, µM (titrated, usually from 46.1 µM), for the others: top-dose growth rescue (activation), usual class: activators | 320,000 tested, 0.23% active;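 further: potency means the concentration at half of the fitted maximal effect; % of control where 0% means no effect; nearly all actives have a fitted effect of over 45% in size; temperature-sensitive fusion mutants such as fzo1-1 at 37 °C on non-fermentable ethanol glycerol medium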
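S. cerevisiae fusion-defective temperature-sensitive mutants (e.g. fzo1-1, mgm1-5) grown 48 h at 37C in YPEG (ethanol/glycerol non-fermentable) medium with 23 nl compound per well; growth rescue read as CellTiterGlo luminescence.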
Starred values were filed as active, the others as inactive; ? = inconclusive; / = no result given; [ ] = another dose, or the depositor's remark. Unless noted, the call rests on the fitted dose curve; in most records, active means well fitted curve in the direction sought with a large enough effect; inconclusive means small, poorly fitted or top-dose-only effect, or another doubt; inactive means no such curve, though single readings can be large; an effect the other way counts as inactive or inconclusive. No enrichment for hits, and some 3% of all compounds hit somewhere here.

Results follow in this order: TSHR antagonist	Chronic BCR inh	Tb PFK block	B2AR arrestin	Eya2 phos inh	USP2a block	ELG1 DNA repair	uPA generation	TCR activator	TSG101-PTAP inh	Mito fusion yeast
CC(=O)COC(=O)C1CC(=O)N(c2ccc(C)c(C)c2)C1 (configuration not stated)
→ 3.4	17.8%	-0.1%	-1.0%	1.0%	2.7%	4.2%	5.3%	-5.5%	-11.1%	3.5%
Cc1cccc(CCN2CCN=C2N(C)C)c1
→ -4.0	-8.7%	-6.0%	-0.2%	2.2%	-0.6%	11.7%	0.2%	-0.8%	0.4%	-1.7%
Cc1ccc(C(=O)NNC(=O)c2cccnc2SCc2cccc([N+](=O)[O-])c2)cc1
→ 11.5	-5.8%	-1.7%	-0.6%	3.5%	1.1%	8.0%	5.9%	10.2%[46.1 µM]	-2.5%	1.8%
CCN1C(=O)/C(=C\N2CCN(c3ccccc3)CC2)SC1=S
→ -6.6	?	-5.3%	0.1%	-6.0%	2.7%	-14.1%	-4.2%	1.9%	0.1%	3.8%
CCCN1CN(Cc2ccccc2)CNC1=S
→ 11.9	4.7%	7.8%	0.3%	2.2%	-2.4%	25.2%	-1.3%	-0.8%[46.1 µM]	0.0%	-6.4%
CC(C)C[C@@H]1CN=C(N)N1C[C@@H]1CCCN1C[C@H](C)N1C[C@@H](Cc2ccccc2)N(CCc2ccc(Cl)c(Cl)c2)C1=N
→ -2.7	3.1%	-0.1%	-1.9%	-23.9%	-0.1%	-4.0%	10.1%	-3.2%	-8.9%	/
CCN(C(=O)Cn1nc(C)c([N+](=O)[O-])c1C)c1c(N)n(Cc2ccccc2)c(=O)[nH]c1=O
→ 6.3	-3.9%	-3.1%	-0.1%	7.1%	0.8%	12.1%	0.4%	1.9%	-1.6%	-2.5%
C(#CCN1CCOCC1)COCCCOC(c1ccccc1)c1ccccc1
→ 3.9	-3.8%	-3.7%	0.4%	-23.7%	-2.7%	-19.6%	/	/	-9.1%	3.4%
O=C(C1CCOCC1)N1CCCC(N2CCN(c3cccc(Cl)c3)CC2)C1 (configuration not stated)
→ 10.3	2.8%	1.2%	-0.3%	1.6%	-0.4%	11.0%	-1.7%	0.7%	-2.0%	-0.1%
CCOc1cc(C2C(C#N)=C(N)SC(N)=C2C#N)ccc1OCCN1CCOCC1
→ -0.8	-10.4%	-8.7%	-0.1%	-2.5%	0.1%	-8.9%	5.2%	-14.3%	-3.3%	-2.2%
Cn1cnnc1SCc1ccc(C#N)cc1
→ 7.6	-1.0%	2.2%	-0.3%	6.9%	0.7%	4.3%	-4.6%	-2.3%	-1.0%	-2.0%
COc1ccc(/C=C/S(=O)(=O)NCc2ccccc2)cc1OC
→ 1.8	-0.6%	-1.5%	-0.3%	-14.9%	5.6%	?	5.1%	19.1%	2.6%	-1.7%
N#CCC(=O)Nc1ccc(C(=O)OCC(=O)NC(=O)Cc2ccccc2)cc1
→ 10.3	-16.9%	0.5%	0.1%	20.3%	0.4%	-3.6%	2.6%	6.1%	-1.6%	-3.7%
Cc1cc(NC(=O)CSc2nnnn2-c2ccc(C)c(C)c2)no1
→ 5.0	-2.9%	-0.8%	-0.8%	-12.2%	-2.0%	0.1%	3.0%	/	-0.5%	3.5%
CCOC(=O)C(Cc1ccccc1)NC(=O)CNC(=O)CNC(=O)OCc1ccccc1 (configuration not stated)
→ 6.0	11.7%	8.2%	-0.1%	1.2%	0.1%	16.7%	-13.0%	-5.9%[46.1 µM]	-9.5%	-3.8%
COc1ccc(CCNC(=O)c2ccc(CNS(=O)(=O)c3ccccc3)cc2)cc1OC
→ 19.5	?	-2.5%	0.3%	-0.2%	3.2%	?	5.3%	-2.7%[46.1 µM]	-2.4%	-0.9%
CCOc1ccc(CC(=O)NNC(=S)Nc2ccc(OC)c(OC)c2)cc1
→ -0.1	-3.0%	3.1%	0.0%	13.3%	-4.0%	-6.6%	-8.0%	-5.9%	0.1%	-5.1%
CCN(CC)CCNC(=O)CS(=O)Cc1nc(-c2ccccc2Cl)oc1C (configuration not stated)
→ -10.8	0.3%	0.1%	-0.1%	8.7%	-1.1%	-0.4%	4.4%	-7.3%	-3.3%	-0.3%
O=C(CC1C(=O)NCCN1CCCc1ccccc1)NCCc1ccccc1Cl (configuration not stated)
→ 16.7	-0.9%	0.4%	-0.3%	0.3%	-1.5%	10.2%	-11.0%	-0.8%	0.1%	0.9%
COc1cccc(C2=NOC(C(=O)N3CCOCC3)C2)c1 (configuration not stated)
→ 8.9	2.1%	-2.1%	-0.9%	-13.9%	-7.5%	?	/	2.8%	-3.7%	1.4%
Cn1c(=O)c2c(nc(CN3CCN(c4ccc(F)cc4)CC3)n2CCN2CCOCC2)n(C)c1=O
→ -6.6	-0.7%	2.8%	0.2%	?	3.9%	1.7%	-16.8%	-0.3%	-4.9%	2.0%
COc1ccc(C2C(C(N)=O)=C(C)Nc3nc(-c4ccccc4)nn32)cc1OC (configuration not stated)
→ 4.8	-21.9%	-9.2%	0.1%	7.0%	-0.9%	?	3.6%	0.2%	-1.5%	-2.6%
Oc1ccc2nc(Cc3ccccc3)[nH]c2c1
→ -2.0	1.7%	0.1%	-0.6%	-10.4%	1.1%	23.5%	-1.7%	2.7%	-8.3%	-2.2%
COc1ccc(-c2c[n+](CC(=O)N3c4ccccc4Sc4ccccc43)c3n2CCC3)cc1
→ 12.3	-33.1%	-3.0%	0.4%	?	1.7%	?	2.0%	-0.3%	0.5%	-0.7%
CN(c1ccc(C(=O)NCC2CCCO2)cc1)S(C)(=O)=O (configuration not stated)
→ -0.4	?	-2.1%	-0.4%	14.4%	-8.4%	19.3%	2.5%	9.5%	-7.2%	-1.2%
CC1(C)CC(=O)N(c2ccc(Cl)cc2Cl)C(=O)C1
→ -8.5	-0.1%	-1.5%	-1.2%	6.8%	-0.5%	-2.0%	2.6%	-1.1%	-0.6%	8.2%
Cn1cccc1-c1cc(C(=O)N/N=C/c2ccc([N+](=O)[O-])cc2)[nH]n1
→ -6.3	-1.6%	-0.3%	0.6%	3.2%	0.4%	?	-0.2%	-0.1%	-0.8%	-8.3%
O=C(CSc1ncn[nH]1)Nc1ccc(Br)cc1F
→ 3.2	?	0.5%	-0.7%	-15.1%	?	?	0.0%	5.6%	-3.9%	0.8%
Cc1ccccc1-n1c(SCc2c(C)noc2C)nnc1-c1c[nH]c2ccccc12
→ -7.1	?	-4.3%	-0.4%	-2.6%	2.5%	?	-7.2%	-23.6%	-3.0%	-1.9%
COCCCNC(=O)CCn1nc(-c2ccc(Cl)cc2)ccc1=O
→ -0.9	?	-3.4%	-1.0%	0.3%	4.8%	-1.2%	-1.7%	-1.6%	-2.5%	0.8%
Cc1nc2cc(NC(=O)N3c4ccccc4CC3C)ccc2n1C (configuration not stated)
→ 2.3	?	-13.2%	-0.1%	9.9%	-0.3%	?	?	-4.4%	-6.0%	1.2%
Cc1ccc2c(COC(=O)CNC(=O)c3ccccc3)cc(=O)oc2c1
→ -7.3	?	0.6%	-0.4%	-1.1%	3.1%	?	-7.1%	0.4%[46.1 µM]	-6.3%	1.6%
COc1ccc(OC)c(Nc2nc(-c3ccncc3)nc3ccccc23)c1
→ 4.4	-7.9%	-9.3%	0.0%	?	-0.7%	?	1.4%	2.0%	-2.6%	-2.4%
CCOC(=O)C1=C(c2ccccc2)NC(=O)NC1c1cc(Br)c(O)c(OC)c1 (configuration not stated)
→ 31.3	-15.7%	?	0.2%	-4.2%	7.1%	-18.7%	0.5%	-5.3%	-4.1%	-1.1%
C/C(Cn1nnc2ccccc21)=N\NC(=O)c1ccc(Br)cc1
→ 22.4	1.4%	0.1%	0.0%	-3.3%	2.2%	14.8%	0.4%	8.0%	-9.5%	3.7%
COc1cc(C2OC(=O)c3c2ccc(OC)c3OC)ccc1O (configuration not stated)
→ 29.0	?	-11.0%	-0.1%	-1.6%	-2.6%	/	/	/	/	-5.4%
COc1cc(C(=O)Nc2ccccc2N2CCN(S(C)(=O)=O)CC2)cc(OC)c1OC
→ -0.1	?	0.4%	0.4%	8.3%	0.5%	6.5%	-0.3%	0.5%	-1.4%	0.2%
